Eya2 inh: inhibitors of human Eya2 phosphatase activity; O00167; recombinant Eya2, OMFP fluorescence dephosphorylation (OMFP is methylfluorescein phosphate); Potency, µM (highest dose often 76.9 µM), for inactives: top-dose activity, negative = inhibition, most hits filed as inhibitors; 330,000 compounds, 0.006% hits; AID 488837; note: potency is the fitted concentration of half-maximal effect; % is set by controls: 0 for no effect and ±100 for the full control effect
Target sequence (O00167 whole entry, looked up): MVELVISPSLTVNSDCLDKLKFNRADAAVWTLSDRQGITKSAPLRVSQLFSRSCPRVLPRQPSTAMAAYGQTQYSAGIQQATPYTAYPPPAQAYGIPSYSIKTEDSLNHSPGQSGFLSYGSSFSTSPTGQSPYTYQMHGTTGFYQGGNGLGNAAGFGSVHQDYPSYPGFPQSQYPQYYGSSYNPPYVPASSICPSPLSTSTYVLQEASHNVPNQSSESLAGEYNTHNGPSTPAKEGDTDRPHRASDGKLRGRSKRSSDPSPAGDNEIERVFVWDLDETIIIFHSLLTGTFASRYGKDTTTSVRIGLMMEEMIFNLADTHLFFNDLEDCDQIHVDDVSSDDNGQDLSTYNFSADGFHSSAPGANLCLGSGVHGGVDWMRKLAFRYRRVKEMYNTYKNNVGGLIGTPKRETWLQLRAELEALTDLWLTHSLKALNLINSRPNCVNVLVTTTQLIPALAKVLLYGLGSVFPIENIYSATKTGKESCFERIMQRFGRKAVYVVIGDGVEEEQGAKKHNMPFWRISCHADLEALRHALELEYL
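Eya2 protein (added as 0.2 uM solution) was preincubated with compound for 10 min at ambient temperature in 50 mM HEPES pH 7.5, 50 mM NaCl, 5 uM MgCl2, 0.05% BSA, 1 mM DTT. OMFP (added at 50 uM) then reacted 10 min; fluorescence read at 485/525 nm.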
S-ASM inh: inhibitors of human secretory acid sphingomyelinase; placental ASM, HMU-PC fluorogenic substrate, 60 min; P17405; AID 504937; Potency, µM (highest dose often 57.5 µM), without a hit: at the highest dose activity change, negative = inhibition, usual class: inhibitors; 340,000 compounds, 0.006% hits; note: potency is the fitted concentration of half-maximal effect
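Human placenta-derived ASM enzyme was preincubated with compound for 10 minutes at room temperature, then given fluorogenic substrate HMU-PC0 (9 uM final) for 60 minutes at 37 °C; a pH 10 stop preceded fluorescence reading at Ex 386/Em 447 nm.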
TRPV1 agonist: activates the human vanilloid receptor TRPV1; TRPV1-expressing cells, Fluo-8 calcium influx, agonist mode; activation, % at 8.33 µM; 320,000 compounds, 0.19% hits; AID 540275; in the data active = activation above about 80%; inconclusive = between about 30% and that limit; note: 0% is about no effect
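TRPV1-expressing cells were cultured overnight at 35.5C and loaded with Fluo-8 calcium dye for 40 to 90 min at room temperature. After a 10 s baseline, compound was added and calcium influx was read kinetically for 3 min (ex 480/em 520 nm).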
USP2a inh: USP2a (human) protease inhibition. O75604. USP2 core, Ub-CHOP2 coupled fluorogenic reporter, 485/531. Potency, µM (series often up to 38.3 µM), for the others: at the highest dose activity change, negative = inhibition, actives largely listed as inhibitors. 330,000 compounds, 0.01% hits. AID 463254;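 note: potency is the fitted concentration of half-maximal effect; plate controls were DMSO wells for no effect and full inhibition by NEM control for full effect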
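Deubiquitinase activity read as fluorescence (485/531 nm) after Ub-CHOP2 cleavage activates the enterokinase reporter on its substrate; USP2 core 10nM, Ub-CHOP2 and substrate 25nM each, 30min compound preincubation then 60min RT; data normalized to NEM, curves fitted.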
p53 reactivation: mutant p53 re-activation in reporter cells. H1299 p53-A138V BP100-luciferase reporter, luminescence, 24 h. Potency, µM (doses to about 92.2 µM), inactives show at the highest dose activity change, positive = activation, actives largely listed as activators. 320,000 compounds, 0.063% hits; note: potency is the fitted concentration of half-maximal effect; % of control where 0% means no effect; nearly all actives have a fitted effect of over 45% in size
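p53-null H1299 cells stably carrying temperature-sensitive p53-A138V and a BP100-luciferase reporter were pinned with compounds (4-point, 1:5 series) and held 24 hrs at 37 deg C. Luminescence was read 10 min after detection reagent.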
B2AR arrestin: agonists driving beta-arrestin recruitment to human beta2-adrenergic receptor; P07550; beta-arrestin recruitment to beta2AR, cell-based reporter; Potency, µM (doses to about 46.1 µM), for the others: at the highest dose activation, most hits filed as activators; 330,000 compounds, 0.02% hits;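 note: potency is the fitted concentration of half-maximal effect; 0% = DMSO controls and full agonism = EC100 isoproterenol or metaproterenol; nearly all actives have a fitted effect of over 65% in size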
Target sequence (P07550 whole entry, looked up): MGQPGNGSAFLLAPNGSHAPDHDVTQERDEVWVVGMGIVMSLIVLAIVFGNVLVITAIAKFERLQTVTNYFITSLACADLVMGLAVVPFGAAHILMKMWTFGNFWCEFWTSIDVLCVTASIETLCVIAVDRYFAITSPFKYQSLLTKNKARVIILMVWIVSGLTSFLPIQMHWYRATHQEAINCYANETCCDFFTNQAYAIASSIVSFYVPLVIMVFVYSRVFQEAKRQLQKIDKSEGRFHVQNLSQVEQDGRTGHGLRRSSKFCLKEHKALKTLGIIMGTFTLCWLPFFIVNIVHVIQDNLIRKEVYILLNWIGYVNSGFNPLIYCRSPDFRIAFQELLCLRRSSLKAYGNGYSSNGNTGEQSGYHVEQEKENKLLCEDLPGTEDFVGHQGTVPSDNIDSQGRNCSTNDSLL
ELG1 genotoxic: inducers of genotoxicity in HEK293T ELG1-luciferase cells. 330,000 compounds, 1.3% hits. HEK293T ELG1-luciferase reporter, luminescence, 16 h. Potency, µM (doses to about 46 µM), without a hit: at the top dose activity change, positive = activation, usual class: activators; note: potency is the fitted concentration of half-maximal effect; % of control where 0% means no effect; nearly all actives have a fitted effect of over 60% in size
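Cells (2,000/well) expressing the ELG1-luciferase fusion are dosed by pin tool and kept 16 hr at 37 °C, 5% CO2. Signal comes from ONE-Glo luciferase reagent after 30 min at room temperature.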
Integrin act MD: activates integrin-mediated alleviation for muscular dystrophy | alpha7betagal myoblasts, beta-gal FDG fluorescence, 48 h | Potency, µM (doses to about 38.3 µM), for the others: at the top dose activation, actives largely listed as activators | 350,000 compounds, 0.064% hits;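 note: potency is the fitted concentration of half-maximal effect; 100% = response of the positive control SU9516; nearly all actives have a fitted effect of over 60% in size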
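alpha7betagal+/- myoblasts (passage 13, 250/well) treated 48 h at 37C with compounds at 1:260 dilution of DMSO stock. Lysed, then beta-galactosidase activity read as FDG fluorescence (ex 480/em 540) after 30 min, with pre-read for autofluorescence.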
uPA generation: cell surface uPA generation inhibition. cell surface uPA generation assay, qHTS. Potency, µM (highest dose often 38.3 µM), for the others: at the highest dose activity change, negative = inhibition, most hits filed as inhibitors. 330,000 compounds, 0.31% hits. AID 540303; active = well fitted inhibition curve with a large enough effect; inconclusive = small, poorly fitted or top-dose-only effect; inactive = no such curve, though single readings can be large or run the other way; tested in mouse RAW 264.7 cells; note: potency is the fitted concentration of half-maximal effect; % is set by controls: 0 for no effect and ±100 for the full control effect; nearly all actives have a fitted effect of over 55% in size
BRCA1 expr up: activators of BRCA1 expression; MCF7-BRCA1-FFLuc reporter, luminescence, 48 h; response scale: scaled: vehicle 0%, 10 µM genistein 100%; Potency, µM (series often up to 46.1 µM), inactives show at the top dose activation, most hits filed as activators; 380,000 compounds, 1.1% hits; AID 624202; note: potency is the fitted concentration of half-maximal effect; nearly all actives have a fitted effect of over 80% in size; some results filed as inactive show a strong effect at the top dose
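First, MCF7-BRCA1-FFLuc cells (2000/well) attach for 2 h; next, compounds are pin-added and incubated 48 h at 37 °C; finally, luciferase reagent is added and luminescence read after 15 min.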
PTAP TSG101 blk: blocks PTAP/TSG101 interaction to inhibit HIV-1 budding | Q99816 | Potency, µM (top dose mostly 115 µM), without a hit: at the highest dose activity change, negative = inhibition, usual class: inhibitors | Fluorescence polarization, FITC-PTAP peptide / Tsg101 binding | AID 493005 | 340,000 tested, under 10 active; active = well fitted inhibition curve with a large enough effect in the main read-out, with a control signal flat, not every such curve was filed as active; inconclusive = small, poorly fitted or top-dose-only effect, or effect the other way, or a change in a side signal; inactive = no such curve, though single readings can be large or run the other way; note: potency is the fitted concentration of half-maximal effect; % of control where 0% means no effect
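FP read-out: FITC-PTAP peptide, 50 nM final, binding Tsg101 binding domain, 10 uM final; 20 min, r.t.; 10 mM HEPES pH 7.5, 0.15 M NaCl, 0.01% Tween 20, 3 mM EDTA, 0.1 mM TCEP.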
An asterisk follows results filed as active; ? = inconclusive; · = no result given; [ ] = dose if it differs, or a comment. Unless noted, calls come from the whole dose curve; as a rule, active = well fitted curve in the direction sought with a large enough effect; inconclusive = small, poorly fitted or top-dose-only effect, or another doubt; inactive = no such curve, though single readings can be large; an effect the other way counts as inactive or inconclusive. Rows were taken by chance; 2.6% or so of the library scored in one or more.

no.	Molecule	Eya2 inh	S-ASM inh	TRPV1 agonist	USP2a inh	p53 reactivation	B2AR arrestin
1	COC(=O)Cc1ccc(OC(=O)CCS(=O)(=O)c2ccc(Cl)cc2)cc1	-16%	-1%	-4	0%	3%	0.1%
2	COc1cccc(C(=O)NCCS(=O)(=O)NCc2ccccn2)c1	21%	-2%	-4	-1%	-1%	0.3%
3	COc1ccc(CCNC(=O)COc2ccc(-c3ccc(C#N)cc3)cc2)cc1	-1%	1%	-1	4%	-5%	-0.9%
4	COc1cc2c(cc1OC)C(C)N(C(=O)Cn1ncc3c1-c1cc(C)ccc1OC3)CC2 (stereo not drawn)	-18%	-6%	0	0%	-5%	14%
5	O=C(CCNC(=O)c1ccccc1Cl)Nc1ccccc1N1CCCC1	-2%	3%	1	-1%	7%	0.1%
6	CCCSc1nc(=O)n2cc(C)ccc2n1	8%	-1%	2	1%	6%	0.1%
7	CC(C)OC(=O)c1nnn(-c2nonc2N)c1CN1CCCCCC1	-25%	-2%	10	1%	-1%	-0.1%
8	O=C(O)c1ccc(Oc2cc(Oc3ccc(C(=O)O)cc3)cc([N+](=O)[O-])c2)cc1	13%	5%	5	-1%	-12%	?
9	Cc1cc(C)c(S(=O)(=O)N2CCN(S(=O)(=O)N3CCC(C)CC3)CC2)c(C)c1	-8%	-1%	-1	0%	4%	0.2%
10	O=C(NC1CCCC1)C(c1cccnc1)N(C(=O)c1csnn1)C1CC1 (stereo not drawn)	9%	4%	0	-1%	-4%	0.3%
11	CC(=O)N(/N=C/c1cccc(C)c1)c1nc(-c2ccc(Br)cc2)cs1	-3%	-3%	-11	2%	0%	0.0%
12	CCN(CC(=O)Nc1ccccc1OC)C(=O)CSCC(=O)Nc1cccc(C)c1	·	-4%	·	·	·	·
13	Cc1ccc(-n2nc(C)c(=O)c(-c3ccccc3)c2NC(=O)c2cccs2)cc1	0%	3%	0	1%	-1%	-0.8%
14	CCOC(=O)c1cc(CC)sc1NC(=O)Cc1ccccc1	-13%	-7%	20	-2%	2%	-0.1%
15	COc1ccc(/C=N/NC(=O)c2cccnc2)cc1CN1CCc2ccccc2C1	10%	-5%	1	7%	0%	-0.2%

no.	ELG1 genotoxic	Integrin act MD	uPA generation	BRCA1 expr up	PTAP TSG101 blk
1	-9%	-11%	-1%	-17%	1%
2	3%	-10%	-6%	-20%	-2%
3	0%	-6%	5%	-17%	1%
4	-12%	14%	-3%	-10%	-2%
5	1%	5%	3%	-5%	-2%
6	10%	-13%	·	?	-6%
7	-5%	16%	-3%	4%	-1%
8	0%	38%	2%	3%	-7%
9	-9%	0%	-3%	0%	-4%
10	-1%	8%	·	6%	-10%
11	-1%	-5%	1%	-43%	1%
12	·	-6%	3%	-4%	-7%
13	1%	14%	-7%	-1%	-5%
14	-1%	-12%	·	0%	-9%
15	-10%	1%	-5%	-46%	0%

3 of the entries above in order of their number in Integrin act MD, rising.
No. | smiles | Eya2 inh | S-ASM inh | TRPV1 agonist | p53 reactivation | B2AR arrestin | Integrin act MD | uPA generation | BRCA1 expr up | PTAP TSG101 blk
2 | COc1cccc(C(=O)NCCS(=O)(=O)NCc2ccccn2)c1 | 21% | -2% | -4 | -1% | 0.3% | -10% | -6% | -20% | -2%
5 | O=C(CCNC(=O)c1ccccc1Cl)Nc1ccccc1N1CCCC1 | -2% | 3% | 1 | 7% | 0.1% | 5% | 3% | -5% | -2%
13 | Cc1ccc(-n2nc(C)c(=O)c(-c3ccccc3)c2NC(=O)c2cccs2)cc1 | 0% | 3% | 0 | -1% | -0.8% | 14% | -7% | -1% | -5%

Continued:
no.	Molecule	Eya2 inh	S-ASM inh	TRPV1 agonist	USP2a inh	p53 reactivation	B2AR arrestin
16	CS(=O)(=O)N1CCN(C(=O)c2cc(-c3cccnc3)nc3ccc(Br)cc23)CC1	-3%	-2%	1	2%	12%	-0.2%
17	Cc1cc2c(cc1S(=O)(=O)Nc1cccc(C)c1C)OCC(=O)N2	-3%	-1%	24	4%	·	-1.5%
18	O=C(CC(c1ccccc1)c1ccccc1)NCCO	-7%	4%	9	-4%	-4%	0.1%
19	CN(Cc1ccccc1)C(=O)C1CCN(S(=O)(=O)c2cc([N+](=O)[O-])ccc2Cl)CC1	3%	-4%	1	3%	3%	-0.5%
20	CN(C(=O)CC(NC(=O)c1ccccc1Cl)c1ccccc1)c1ccccc1 (stereo not drawn)	-5%	1%	21	-2%	-11%	-0.5%
21	CCc1ccc(NC(=O)C2CCCN2S(=O)(=O)c2ccc3c(c2)C(C)(C)C(=O)N3C)cc1 (stereo not drawn)	-9%	-2%	-7	-2%	0%	0.0%
22	N#CCc1c(C#N)c(N)nc(N2CCN(c3ccc(F)cc3)CC2)c1C#N	-16%	?	3	-5%	-3%	0.4%
23	O=C(CCC(=O)c1cccs1)NCc1ccncc1	5%	3%	1	-1%	5%	0.5%
24	O=C(c1cc(-c2cccs2)on1)N1CCCc2ccccc21	-9%	0%	?	3%	13%	-0.3%
25	CC(=O)c1cccc(NC(=O)CSc2nnc(-c3cccnc3)o2)c1	-18%	5%	-5	-2%	15%	-0.5%
26	Cc1ccc(-c2nnc(SCc3ccc(C#N)cc3)n2Cc2ccco2)cc1	-22%	-1%	-8	-1%	-14%	-0.8%
27	CN(c1ccc(OCC(=O)N2CCOCC2)cc1)S(=O)(=O)c1ccc(Cl)cc1	6%	1%	16	2%	-3%	-0.1%
28	O=C(NCCCNC(=O)c1cnccn1)c1ccc(Br)cc1	3%	-2%	3	-6%	-3%	-0.1%
29	COc1cc(CNC2CCCCCCC2)cc(Br)c1OCC#N	-2%	-2%	2	6%	-3%	-0.6%
30	COc1ccc(N(CC(=O)Nc2nccs2)S(=O)(=O)c2c(C)[nH]c(=O)[nH]c2=O)cc1	-20%	0%	-4	1%	-2%	0.1%

no.	ELG1 genotoxic	Integrin act MD	uPA generation	BRCA1 expr up	PTAP TSG101 blk
16	-5%	19%	-2%	15%	1%
17	3%	13%	15%	-9%	-6%
18	2%	-17%	5%	-15%	-5%
19	7%	-18%	-16%	-35%	-10%
20	1%	0%	-18%	-14%	·
21	1%	-14%	-1%	-9%	-2%
22	-7%	0%	·	-1%	-2%
23	-6%	21%	5%	0%	0%
24	?	12%	-10%	2%	2%
25	7%	6%	-4%	3%	-9%
26	-3%	-26%	·	-39%	-8%
27	-5%	-12%	4%	-15%	0%
28	-1%	?	-2%	-34%	-4%
29	-3%	-47%[inhibitor]	0%	-29%	0%
30	-6%	-4%	5%	-8%	-11%

(list continues)
no.	Molecule	Eya2 inh	S-ASM inh	TRPV1 agonist	USP2a inh	p53 reactivation	B2AR arrestin
31	C=CCN1C(=O)C2(OCCCO2)c2cc(C)ccc21	9%	4%	1	-2%	·	-0.1%
32	CC(C(=O)OCC(=O)c1cccc([N+](=O)[O-])c1)N1C(=O)C2C3C=CC(C3)C2C1=O (stereo not drawn)	21%	-1%	1	1%	-2%	-1.0%
33	Nc1cccnc1Sc1cc(Cl)c(Cl)cc1Cl	-23%	-1%	30	2%	0%	0.2%
34	Cc1ccccc1CC(=O)Nc1cccc(S(=O)(=O)N2CCCC2)c1	1%	-2%	27	-1%	12%	0.1%
35	CCn1c(SCC(=O)Nc2cc3oc4ccccc4c3cc2OC)nnc1-c1cccs1	-3%	?	2	0%	-1%	-0.2%
36	O=C(Cc1ccc(Cl)cc1)Nc1ccccc1N1CCOCC1	-2%	4%	-1	-1%	1%	-0.8%

no.	ELG1 genotoxic	Integrin act MD	uPA generation	BRCA1 expr up	PTAP TSG101 blk
31	1%	14%	-1%	5%	-1%
32	-2%	-12%	-2%	1%	-2%
33	0%	-29%	0%	14%[1.84 µM]	-7%
34	2%	-29%	4%	-20%	5%
35	3%	-54%[inhibitor]	-6%	-61%	-7%
36	-1%	13%	3%	-14%	-7%

Screening results: PubChem BioAssay, National Center for Advancing Translational Sciences (NCATS)
